FEN1 inh: qHTS Assay for the Inhibitors of Human Flap endonuclease 1 (FEN1); Recombinant FEN1 flap cleavage, fluorescence, 15 min; Potency, µM (titrated, usually from 114 µM), for inactives: top-dose activity change, negative = inhibition, most hits filed as inhibitors; 390,000 tested, 0.35% active; AID 588795, 2011; further: nearly all actives have a fitted effect of over 65% in size
Target sequence (P39748 whole entry, looked up): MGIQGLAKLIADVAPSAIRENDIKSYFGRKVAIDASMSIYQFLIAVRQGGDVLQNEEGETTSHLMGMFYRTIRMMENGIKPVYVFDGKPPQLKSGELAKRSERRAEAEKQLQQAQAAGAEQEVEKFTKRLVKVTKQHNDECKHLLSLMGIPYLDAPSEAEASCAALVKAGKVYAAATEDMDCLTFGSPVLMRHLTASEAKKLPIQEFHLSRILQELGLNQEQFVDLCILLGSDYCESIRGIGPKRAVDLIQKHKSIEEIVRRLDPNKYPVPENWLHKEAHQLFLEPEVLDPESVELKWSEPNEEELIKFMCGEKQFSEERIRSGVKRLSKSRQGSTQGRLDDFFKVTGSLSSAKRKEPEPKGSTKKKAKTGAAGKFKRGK
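Enzyme 10 nM, 15 min RT preincubation with compound; start with substrate 50 nM final; reads at 0 and 15 min; qHTS titration, four-parameter Hill fit.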
TDP1 inh: qHTS Assay for Inhibitors of Tyrosyl-DNA Phosphodiesterase (TDP1); recombinant TDP1, AlphaScreen DNA substrate cleavage; Potency, µM (titrated, usually from 130 µM), for inactives: at the top dose activity change, negative = inhibition, usual class: inhibitors; 350,000 tested, 0.28% active; Tyrosyl-DNA phosphodiesterase 1 (Homo sapiens), Q9NUW8; further: nearly all actives have a fitted effect of over 40% in size
Target sequence (Q9NUW8 whole entry, looked up): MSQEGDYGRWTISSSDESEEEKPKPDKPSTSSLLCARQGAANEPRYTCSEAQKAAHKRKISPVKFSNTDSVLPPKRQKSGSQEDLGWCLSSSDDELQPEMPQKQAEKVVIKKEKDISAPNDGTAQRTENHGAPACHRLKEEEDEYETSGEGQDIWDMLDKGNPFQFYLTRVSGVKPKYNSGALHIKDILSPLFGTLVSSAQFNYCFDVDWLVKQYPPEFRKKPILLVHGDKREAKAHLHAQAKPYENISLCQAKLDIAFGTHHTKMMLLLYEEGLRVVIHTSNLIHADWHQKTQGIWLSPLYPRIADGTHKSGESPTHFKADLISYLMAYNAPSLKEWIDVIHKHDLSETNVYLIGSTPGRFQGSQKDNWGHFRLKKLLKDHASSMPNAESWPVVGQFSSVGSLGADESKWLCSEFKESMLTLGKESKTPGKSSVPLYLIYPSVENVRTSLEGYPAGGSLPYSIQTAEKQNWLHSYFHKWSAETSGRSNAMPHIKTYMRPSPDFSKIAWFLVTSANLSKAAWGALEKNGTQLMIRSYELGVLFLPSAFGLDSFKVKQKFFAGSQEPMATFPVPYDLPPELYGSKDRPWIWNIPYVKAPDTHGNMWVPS
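Signal: AlphaScreen proximity between streptavidin donor and anti-FITC acceptor beads on intact substrate. Reaction: Tdp1 1 nM, substrate 15 nM final, 5 min RT after 15 min compound preincubation.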
N370S GC: qHTS Assay for Inhibitors and Activators of N370S glucocerebrosidase as a Potential Chaperone Treatment of Gaucher Disease; Lysosomal acid glucosylceramidase (Homo sapiens), P04062; N370S GC spleen homogenate, 4MU-glucoside fluorescence; Potency, µM (titrated, usually from 59.4 µM), inactives show at the highest dose activity change, negative = inhibition, usual class: inhibitors; 330,000 tested, 0.092% active; AID 2101, 2009;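 further: 0% = full enzyme activity and -100% = no enzyme basal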
An asterisk follows results filed as active; ? = inconclusive; . = no result given; & = joins results of further samples; [ ] = dose if it differs, or a comment. The call rests on the fitted dose curve; in most records, active means well fitted curve in the direction sought with a large enough effect; inconclusive means small, poorly fitted or top-dose-only effect, or another doubt; inactive means no such curve, though single readings can be large; an effect the other way counts as inactive or inconclusive. Unless noted, on the % scale 0 is the no-effect control and ±100 the full control effect; potency means the concentration at half of the fitted maximal effect.

Under each structure: FEN1 inh, TDP1 inh, N370S GC
1. CC(C)n1c(O)c(N=NC(=O)Cc2csc(N3CCOCC3)n2)c2ccccc21
  1%, 8%, -5%
2. O=C(O)[C@H]1CCCC[C@H]1C(=O)NCCNC(=O)[C@@H]1CCCC[C@@H]1C(=O)O
  -3%, 3%, -2%
3. CCOC(=O)c1c(C)[nH]c(C)c1S(=O)(=O)N(C)CC(=O)Nc1ccc(C)c(N(C)C)c1
  -9%, 5%, .
4. COc1cnc(-c2cccc(C(F)(F)F)c2)nc1OC
  1%, -5%, 5%
5. COc1ccc(C(c2nnnn2Cc2ccccc2)N2CCN(C(=O)c3ccco3)CC2)cc1OC (stereo not given)
  5%, -1%, -5%[2.35 µM]
6. Cc1ccc(NC(=O)COC(=O)c2c(-c3ccccc3)noc2C)c(C)c1
  13%, 0%, .
7. COCC1CCN(Cc2cn[nH]c2-c2ccc(OC)c(F)c2)C1 (stereo not given)
  -1%, 5%, -18%
8. CC1CCN(Cc2nnnn2-c2ccc(Cl)cc2)CC1
  3%, -1%, -14%
9. CCOc1ccc(S(=O)(=O)N2CCC(n3c(C)nc4cccnc43)CC2)cc1
  15%, 5%, .
10. COCCn1c(C)cc(/C=C(\C#N)C(=O)OCC(=O)N(C)c2c(N)n(Cc3ccccc3)c(=O)[nH]c2=O)c1C
  3%, ., 6%
11. COCCn1nnnc1CN(Cc1cc2cc(OC)c(OC)cc2[nH]c1=O)C1CCCC1
  4%, 4%, ?
12. Nc1ccccc1SC1CC(=O)N(c2ccccc2Cl)C1=O (stereo not given)
  -9%, 9%, -5%
13. Nc1nccc(-c2cc(-c3ccc(Cl)cc3Cl)no2)n1
  1%, -5%, -19%
14. Cc1ccccc1NC(=O)CSc1nc(N)c(C#N)c(-c2cccs2)c1C#N
  -3%, 2%, 9%
15. COc1cc(C(=O)Nc2cc(C(F)(F)F)ccc2N2CCOCC2)ccc1O
  6%, 5%, 30%
16. COc1cc(Br)cc2cc(C(=O)NCC3CCCO3)c(=O)oc12 (stereo not given)
  -6%, 5%, 5%
17. CCCCN(CC)C(=O)C1CCCN(S(=O)(=O)c2cccc3nsnc23)C1 (stereo not given)
  0%, 14%, 2%
18. CCN1C(=O)[C@H]2[C@H]3[C@H](O)[C@H](O)C/C(=N/O[C@@H](C)CN4CCCc5nc(C)c(C)cc54)[C@@H]3CC[C@@H]2C1=O
  ., 7%[21 µM], 4%[12.8 µM]
19. O=C(Cn1nnc2ccccc21)OCC(=O)c1ccc(F)cc1
  -15%, 3%, 0%
20. Cc1sc2ncn(-c3ccccc3)c(=O)c2c1C
  -6%, -3%, -3%
21. CCOc1ccc2nc(SCC(=O)Nc3ccc4[nH]c(=O)[nH]c4c3)[nH]c2c1
  ?, 1%, -5%
22. O=C(Cc1cccs1)Nc1nc2ccccc2s1
  0%, 4%, -3%
23. Cc1ccc(C)c(NC(=S)/C(=C(\[O-])c2ccc(OC(F)F)cc2)[n+]2ccccc2)c1
  -3%, 3%, -3%
24. O=c1c(N2CCN(c3cccc(C(F)(F)F)c3)CC2)csc2ccccc12
  -27%, -1%, .
25. COc1ccc(NC(=O)C2CCCCN2S(=O)(=O)c2ccc(F)cc2)c(OC)c1 (stereo not given)
  -6%, 8%, 12%
26. CCOC(=O)NC(Nc1cc(C)ccn1)(C(F)(F)F)C(F)(F)F
  -1%, -5%, 6%
27. C[C@]12CCC3c4ccc(OS(=O)(=O)O)cc4CCC3C1CCC2=O (stereo not given in full)
  ., -12%[56.1 µM], 4%
28. COc1ccc(OC)c(Nc2nc(-c3cccc([N+](=O)[O-])c3)nc3ccccc23)c1
  -12%, 4%, -10%
29. N#Cc1ccc(NC(=O)c2ccc3c(c2)nnn3C2CCCC2)cc1
  20%, 0%, .
30. COc1cc(OC)cc(-c2nc(-c3cccs3)no2)c1
  -1%, 4%, 4%
31. CC(=O)Nc1ccc(S(=O)(=O)NCCC(=O)OCc2nnc(-c3ccccc3)o2)cc1
  2%, ., -5%
32. CC=C(/C(=C/C)c1ccc(O)cc1)c1ccc(O)cc1
  ., 10%[56.1 µM], -15%[21.6 µM]
33. COc1ccc(N2C(=O)c3ccc(NC(C)=O)cc3C2=O)cc1
  -1%, 6%, -1%
34. Cc1c(C(=O)Nc2ccc(F)cc2F)nnn1-c1ccccc1Br
  3%, 9%, .
35. Cc1cccc(C(=O)NC2CCN(S(=O)(=O)c3ccc(F)cc3)CC2)c1
  -2%, 0%, -5%
36. CC(C)(C)NC(=O)Cn1c(Cl)nc2ccccc21
  -16%, -5%, 0%
37. Cc1ccc(C)c(NC(=O)C(=O)NCCCN2CCOCC2)c1
  -6%&-2%, 5%, 4%
38. CC12C(=O)N(Cc3ccco3)C(=O)C1C1c3ccccc3C2c2ccccc21 (stereo not given)
  -9%, -2%, 12%
39. COc1cc(NC(=O)c2cccs2)c(OC)cc1NC(=O)Cc1ccccc1
  -4%, 14%, 1%
40. CCN1CCN(c2nc3c(S(=O)(=O)c4ccc(Br)cc4)nnn3c3ccsc23)CC1
  6%, 3%, .

Rewritten with tabs: seven of the compounds above.
entry	molecule	FEN1 inh	TDP1 inh	N370S GC
34	Cc1c(C(=O)Nc2ccc(F)cc2F)nnn1-c1ccccc1Br	3%	9%	.
35	Cc1cccc(C(=O)NC2CCN(S(=O)(=O)c3ccc(F)cc3)CC2)c1	-2%	0%	-5%
36	CC(C)(C)NC(=O)Cn1c(Cl)nc2ccccc21	-16%	-5%	0%
37	Cc1ccc(C)c(NC(=O)C(=O)NCCCN2CCOCC2)c1	-6%&-2%	5%	4%
38	CC12C(=O)N(Cc3ccco3)C(=O)C1C1c3ccccc3C2c2ccccc21 (stereo not given)	-9%	-2%	12%
39	COc1cc(NC(=O)c2cccs2)c(OC)cc1NC(=O)Cc1ccccc1	-4%	14%	1%
40	CCN1CCN(c2nc3c(S(=O)(=O)c4ccc(Br)cc4)nnn3c3ccsc23)CC1	6%	3%	.

The results go on:
Under each structure: FEN1 inh, TDP1 inh, N370S GC
41. C=C(Cl)COc1ccc2c(CCC)cc(=O)oc2c1
  0%, 89µM*, ?
42. Cn1c(=O)c2c(ncn2CC(=O)OCC(=O)NNC(=O)c2ccc(Cl)cc2)n(C)c1=O
  -4%, 2%, .
43. CCCNC(=O)c1ccc2snnc2c1
  3%, 0%[56.1 µM], 8%
44. CCN(CC)C(=O)CCCc1c[nH]c2ccccc12
  11%, 2%, -3%
45. Cc1cc(C(F)F)nn1CC(=O)NC1CCCCCC1
  -13%, 4%, 2%
46. CCOc1cc(C(=O)N2CCN=C2SC)cc(OCC)c1OCC
  -8%, 5%, 8%
47. CCC1CN(S(=O)(=O)c2cc(-c3cc(C)no3)ccc2C)c2cc(C)ccc2O1 (stereo not given)
  -7%, 5%, .
48. COc1ccc(CC(=O)OCC(=O)NC2CCCC(C)C2C)cc1OC (stereo not given)
  3%, 1%, .
49. COc1ccc(CCNS(=O)(=O)c2ccc(Cl)cc2)cc1OC
  -5%, ., -10%
50. Cc1cccc(NC(=O)c2cccc(C(=O)Nc3cccc(C)c3)c2)c1
  3%, ., -6%
51. CNC(=O)Cn1nc(C)c2ccccc2c1=O
  -5%, 6%, -3%
52. CC(C)(C)Cc1nnc(NC(=O)c2ccc3c(c2)OCO3)s1
  -1%, ., -7%
53. Cc1ccc(/C=N/NC(=O)c2ccco2)cc1
  -5%, 1%, 3%
54. Cc1cc(N2C(=O)c3ccccc3C2=O)n(C)n1
  -4%, 0%, -4%
55. COc1cc(C(c2c(C)n(C)n(-c3ccccc3)c2=O)c2c(C)n(C)n(-c3ccccc3)c2=O)cc(Br)c1O
  -4%, ., -2%
56. Cn1c(SCC(=O)NCc2ccccc2)ncc(C(=O)Nc2ccccc2)c1=O
  2%, -2%, 10%
57. Cc1cccc(Cn2ncc(Cl)c(Cl)c2=O)c1
  3%, 1%, 2%
58. O=C(NCC1CCCO1)c1nn2c(C(F)(F)F)cc(-c3cccs3)nc2c1Br (stereo not given)
  5%, 7%, 12%
59. CCOC(=O)c1csc(NC(C)=O)n1
  0%, 2%, -1%
60. CCCN1CCN(CC2=C(C(=O)OCC)C(c3ccc(OC(C)C)cc3)NC(=O)N2)CC1 (stereo not given)
  -9%, -2%, .
61. CCN(CC)C(=O)C1CCCN(Cc2ccc(OC)c(C)c2C)C1 (stereo not given)
  -6%, -8%, 13%
62. Cc1ccc(S(=O)(=O)NCc2cn3ccsc3n2)c(C)c1
  -2%, 11%, 3%
63. COCCn1cc(C(=S)N2CCOCC2)c2ccccc21
  -4%, 7%, 2%
64. Cc1ccccc1-c1nc(CS(=O)(=O)CC(=O)Nc2cc(F)ccc2F)c(C)o1
  6%, 0%, 30%
65. COc1cccc(N2CC(O)=C(c3nc4ccccc4c(=O)[nH]3)C2=N)c1
  -20%, 12%, ?
66. Cc1cc(OC(C)C(=O)Nc2ccccc2C(=O)N2CCCC2)ccc1Cl (stereo not given)
  -2%, 1%, -2%
67. Cc1cccc2c1cnn2C(=O)CCC(=O)N1CCC(C)CC1
  -4%, ., 0%
68. CCOC(=O)c1cc2c(ccn2C)n1Cc1ccccc1C
  -17%, 5%, 11%
69. Cc1ccccc1CN(CC1CCC(C(=O)O)CC1)C(=S)Nc1ccccc1F (stereo not given)
  -7%, 0%, 10%
70. O=c1c(-c2c(O)cc(O)c3c(=O)cc(-c4ccc(O)cc4)oc23)c(-c2ccc(O)cc2)oc2cc(O)cc(O)c12
  50µM*, ., ?
71. O=S(=O)(Nc1ccc(O)c(Sc2nc3ccccc3s2)c1)c1ccc(F)cc1
  -19%, 0%, ?
72. COc1ccc(NC(=O)c2cc3c(=O)n4ccccc4nc3n2C)c(OC)c1
  -13%, 6%, 1%
73. O=C(Cn1nc(-c2ccccc2)ccc1=O)NCc1ccc(F)cc1
  3%, 2%, 3%
74. O=C(CCN1C(=O)c2ccccc2C1=O)NC(=S)Nc1ccccc1Cl
  -6%, 8%, 14%
75. O=C(Nc1cccc(Cl)c1)c1cc(S(=O)(=O)N2CCCc3ccccc32)ccc1F
  -18%, 5%, .
76. Cc1ccc(OCCCC(=O)NC2CCCCC2)cc1
  23%, 5%, 5%
77. CCOC(=O)c1ccc(NC(=O)CSc2nccn2-c2cc(C)cc(C)c2)cc1
  -5%, 10%, .
78. O=C(N/N=C/c1ccc(OC(=O)c2ccccc2)c([N+](=O)[O-])c1)c1ccc(O)cc1
  -1%, 0%, -22%
79. CCOC(=O)c1c(C)[nH]c(C)c1S(=O)(=O)N1CCCC(C(=O)Nc2ccc(OC)c(Cl)c2)C1 (stereo not given)
  -7%, 8%, .
80. CN(CC(=O)Nc1cccc(F)c1)C(=O)c1cn(-c2ccccc2)nc1-c1ccccc1
  ?, 2%, -4%
81. S=C(NCc1ccc2[nH]c3c(c2c1)CCCC3)Nc1ccccc1Cl
  -32%, 5%, 15%
82. O=C(CCCCCNC(=O)c1ccccc1)N=Nc1c(O)[nH]c2c(Br)cc(Br)cc12
  ., -5%, -1%
83. CCC(=O)N1c2ccc(S(=O)(=O)NCc3ccco3)cc2CC1C (stereo not given)
  -4%, -18%, 2%
84. CCCc1ccc(S(=O)(=O)N2CCN(C(C)C(=O)NCc3ccccc3)CC2)cc1 (stereo not given)
  -10%, -4%, -19%
85. CCOC(=O)C1(CCOc2ccccc2)CCN(Cc2cccc(-n3cccn3)c2)CC1
  1%, 5%, -8%
86. O=C(Nc1cccc(Cl)c1)NC1CC2CCC(C1)N2Cc1cccs1 (stereo not given)
  -5%, 8%, 2%
87. O=S(=O)(Cc1nnnn1-c1ccccc1)c1ccccc1
  5%, 4%, 3%
88. CN(C)/N=C/c1ccc(OS(=O)(=O)c2ccccc2)cc1
  3%, 10%, 2%
89. Cc1ccc(Cl)cc1NC(=S)N(CCN(C)C)C(C)c1ccccn1 (stereo not given)
  1%, 5%, 2%
90. CCn1c(SCC(=O)Nc2cc(C)on2)nnc1-c1ccncc1
  -13%, 3%, 0%[2.35 µM]
91. COc1ccc2c(c1)C(c1ccccc1)NC(=O)C2 (stereo not given)
  -14%, -3%, -16%
92. CN(CC(=O)NC1CCCCC1)S(=O)(=O)c1ccc(Cl)cc1
  -6%, -2%, 9%
93. O=C(NCc1ccccc1CN1CCCC1)c1cccc(S(=O)(=O)N2CCCC2)c1
  15%, 1%, .
94. COC(=O)C1=C(Nc2ccc(C)cc2)C=C(C)C(C(=O)OC)C1c1ccc(OC)cc1 (stereo not given)
  -21%, -2%, -2%
95. O=C(NC1CCCCC1)C(=S)NC1CCCCC1
  ., 6%, 7%
96. Cc1cccc(-c2nnc(SCC(=O)NC3CCCC3)o2)c1
  3%, 0%, ?
97. COc1cccc(C(=O)COC(=O)C(C)N2C(=O)c3ccccc3C2=O)c1 (stereo not given)
  -4%, -4%, 3%
